PfHsp40 rescue = compounds rescuing yeast from Plasmodium falciparum HSP40 toxicity. S. cerevisiae expressing PfHsp40, growth rescue, ATP luminescence. AID 504582. growth rescue, % at 12.5 µM. 0.68% of 340,000 active; in the data active = growth rescue above about 28%, passing the limit was not always enough; inconclusive = no clear call, values can overlap the other calls;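 note: yeast W303a lacking pdr1 and pdr3 grown in galactose medium; growth measured after three days at 30 °C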
3CLpro inhibitor = SARS-CoV 3CLpro protease inhibition. inhibition, % at 6 µM. recombinant SARS-CoV 3CLpro, quenched FRET peptide cleavage. 0.14% of 290,000 active. AID 1706. P0C6X7; in the data active = inhibition above about 12%
TcdB inh = TcdB glycohydrolase inhibition | TcdB glycohydrolase enzymatic assay, plate reader | inhibition, % at 9.99 µM | 0.24% of 350,000 active; in the data active = inhibition above about 10%
Rv3671c inh = Rv3671c (M. tuberculosis) protease inhibition | 0.048% of 320,000 active | P9WHR9 | inhibition, % at 5.96 µM; in the data active = inhibition above about 38%;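 note: extracellular domain of Rv3671c used as enzyme; 0% = enzyme with DMSO and 100% = no enzyme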
DUSP3 inh = blocks human VHR1 dual specificity phosphatase; P51452; recombinant VHR phosphatase, pNPP absorbance; inhibition, % at 13.3 µM; 0.52% of 290,000 active; AID 1654; in the data active = inhibition above about 50%; note: some compounds called inactive have numbers as strong as hits
Target sequence (P51452 whole entry, looked up): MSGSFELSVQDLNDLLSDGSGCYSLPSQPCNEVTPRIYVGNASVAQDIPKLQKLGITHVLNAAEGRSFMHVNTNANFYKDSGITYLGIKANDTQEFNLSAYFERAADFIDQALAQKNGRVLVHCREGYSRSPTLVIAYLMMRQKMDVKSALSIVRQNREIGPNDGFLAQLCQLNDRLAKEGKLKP
SSB-PriA inh = blocks PriA binding to SSB C-terminal tail; AlphaScreen SSBct-PriA binding, biotinylated peptide; inhibition, % at 33 µM; 0.6% of 430,000 active; AID 1272365; in the data active = inhibition mostly above about 37%, no sharp cut-off; inactive = mostly below about 20%;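 note: plate controls were negative control peptide for no effect and reference peptide for full effect; strong numbers were not always called active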
Yp Topo-I inh = inhibitors of Yersinia pestis topoisomerase I. activity, % at 10 µM. 0.064% of 360,000 active. Y. pestis Topo-I cleavage product accumulation, plate reader; in the data active = activity above about 50%, passing the limit was not always enough; inconclusive = no clear call, values can overlap the other calls; note: inactives centre near 2
MazF activator = activators of E. coli MazEF toxin-antitoxin RNase. FAM/BHQ RNA-DNA oligo cleavage fluorescence, 5 h. P0AE70. AID 504720. activation, % at 20 µM. 0.32% of 350,000 active; in the data active = activation above about 50%
Anthrax LF inh2 = anthrax lethal factor protease inhibition. P15917. multiplex microsphere protease cleavage assay, LF. inhibition, % at 10 µM. 0.12% of 360,000 active; in the data active = inhibition above about 30%; inconclusive = no clear call, values can overlap the other calls; note: plate controls were buffer without enzyme for full effect and enzyme alone for no effect
Target sequence (P15917 whole entry, looked up): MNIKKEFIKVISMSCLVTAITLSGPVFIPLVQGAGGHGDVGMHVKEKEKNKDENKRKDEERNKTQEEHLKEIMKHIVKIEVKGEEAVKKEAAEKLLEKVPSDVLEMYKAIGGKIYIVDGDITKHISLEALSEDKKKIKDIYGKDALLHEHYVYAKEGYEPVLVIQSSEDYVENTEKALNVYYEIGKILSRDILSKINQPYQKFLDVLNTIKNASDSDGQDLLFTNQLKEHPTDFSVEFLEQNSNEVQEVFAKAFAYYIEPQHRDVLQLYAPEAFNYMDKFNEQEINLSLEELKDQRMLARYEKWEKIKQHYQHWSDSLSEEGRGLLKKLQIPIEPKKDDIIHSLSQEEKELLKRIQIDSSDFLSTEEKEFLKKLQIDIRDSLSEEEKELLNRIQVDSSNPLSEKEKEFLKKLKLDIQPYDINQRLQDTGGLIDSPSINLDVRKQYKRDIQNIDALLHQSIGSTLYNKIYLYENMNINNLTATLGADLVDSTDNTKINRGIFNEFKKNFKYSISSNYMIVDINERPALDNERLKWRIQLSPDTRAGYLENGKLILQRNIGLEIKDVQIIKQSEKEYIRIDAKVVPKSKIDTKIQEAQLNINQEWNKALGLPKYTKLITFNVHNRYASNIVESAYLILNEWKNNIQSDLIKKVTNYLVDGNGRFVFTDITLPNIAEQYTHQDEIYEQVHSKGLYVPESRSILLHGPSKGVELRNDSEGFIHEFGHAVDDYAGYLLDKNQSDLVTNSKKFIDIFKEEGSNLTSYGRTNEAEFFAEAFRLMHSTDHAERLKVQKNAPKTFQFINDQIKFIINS
Vc quorum ag = induces V. cholerae light production without autoinducers. V. cholerae BH1578 lux reporter, luminescence, 6 h. activation, % at 18.7 µM. 0.16% of 350,000 active. AID 588436; in the data active = activation mostly above about 9.7%, no sharp cut-off; inconclusive = no clear call, values can overlap the other calls; inactive = mostly below about 3.7%; note: not every result past the cut was called active; inactives centre near 0; reference of the scale not given here
The depositor's hits bear a star; i = inactive; ? = inconclusive; . = not tested or not shown. These rows are one share of the data; count on the stated rates, not on these rows.

cpd | canonical_smiles | TcdB inh | PfHsp40 rescue | Yp Topo-I inh | Anthrax LF inh2 | Vc quorum ag | 3CLpro inhibitor | SSB-PriA inh | DUSP3 inh | MazF activator | Rv3671c inh
1 | O=C(NCc1cccs1)c1ccc2sc(C3=C[C@@H](O)[C@@H](O)[C@@H](CO)O3)nc2c1 | -9.1 | . | -7 | -5 | -0.3 | . | . | . | . | .
2 | CN(CC(=O)NCCCN1CCOCC1)S(=O)(=O)c1ccc(F)cc1 | 2.8 | -0.5 | -5 | -10 | -1.5 | -1 | 0 | 2 | 4 | -6
3 | c1coc(C2Nc3ccccc3-c3nc4ccccc4n32)c1 (stereo not drawn) | 0.4 | 0.6 | -4 | -1 | 1.7 | -2 | 8 | 12 | 1 | -31
4 | O=[N+]([O-])c1cc(S(=O)(=O)c2ccc(N3CCCCC3)c([N+](=O)[O-])c2)ccc1N1CCCCC1 | 5.7 | -0.2 | -8 | -1 | -0.4 | 1 | 42* | -5 | -7 | -8
5 | CCCC(=O)N1CCN(c2ccc(NC(=O)C(C)(C)C)cc2)CC1 | . | 2.1 | 5 | 1 | . | -5 | -15 | 4 | 6 | 7
6 | Cc1cnc(NC(=O)CC2OC(=O)c3ccccc32)s1 (stereo not drawn) | 0.9 | -0.3 | -4 | -4 | -0.2 | . | -1 | . | -5 | .
7 | CCOc1ccc(OCC)c(NC(=O)CC2Oc3ccc(C)cc3NC2=O)c1 (stereo not drawn) | 0.7 | -1.0 | 12 | -6 | i | 3 | -4 | 21 | -1 | -1
8 | CCN(CC(=O)Nc1ccc(OC)cc1)C(=O)CSCc1ccc(C)cc1 | 1.3 | 1.8 | 5 | -7 | i | . | 1 | . | -3 | 4
9 | OC(CNC1CCCC1)COc1c(F)cc(Br)cc1F (stereo not drawn) | . | -0.9 | 6 | -4 | i | 3 | -17 | -23 | 4 | 1
10 | O=C(Cc1c[nH]c2ccccc12)N1CCN(S(=O)(=O)c2cccc(Cl)c2Cl)CC1 | 0.4 | 1.0 | 19 | 0 | -0.2 | . | 2 | . | -5 | 3
11 | CC(=O)C1CCC2C3CC=C4CC(SC(=N)N)CCC4(C)C3CCC12C (stereo not drawn) | 1.3 | 2.2 | -3 | -7 | i | . | 4 | . | -55 | .
12 | COc1ccc(/C=C/C(=O)c2c(O)cc(OC)cc2OC)cc1 | 2.2 | . | 11 | -2 | -0.3 | . | . | . | . | .
13 | COC(=O)c1c(NC(=O)CC2SC(N)=NC2=O)sc2c1CCC(C(C)(C)C)C2 (stereo not drawn) | 1.3 | -0.9 | ? | -2 | i | 3 | . | 6 | -37 | -20
14 | CC1CC(C)CN(C(=O)CN2C(=O)NC3(CCCCCC3)C2=O)C1 (stereo not drawn) | 1.3 | -0.4 | -5 | 3 | i | . | -1 | . | 3 | 4
15 | C=CCn1c(SC/C=C/c2ccccc2)nnc1-c1sc(N)nc1C | . | -0.2 | 20 | -1 | i | 7 | 0 | 10 | 1 | 5
16 | CCN(CC)C(=O)c1sc2nc(-c3ccncc3)[nH]c(=O)c2c1C | . | 0.4 | 3 | -5 | 0.4 | -1 | -9 | 13 | 5 | 0
17 | Cc1ccc(OCc2cc(C(=O)N3CCCCCCC3)no2)cc1C | 0.6 | 0.0 | 27 | -1 | i | -4 | -33 | -5 | 3 | -1
18 | CSCCC(NS(=O)(=O)c1ccc(C)cc1)C(=O)N1CCN(C(C)=O)CC1 (stereo not drawn) | 0.3 | -0.1 | -1 | 0 | i | . | -9 | . | -1 | -1
19 | CCC(C(=O)NCCCc1ccccc1)n1nc(C)c2c(C)n(-c3ccccc3)nc2c1=O (stereo not drawn) | 0.6 | 0.7 | 35 | 1 | -0.2 | 3 | 5 | -12 | 8 | 6
20 | CC(=O)Oc1cccc(C(=O)Nc2cccc(C(=O)Nc3ccccc3C(=O)O)c2)c1 | -2.4 | -1.0 | 4 | -4 | 0.7 | -3 | -19 | 12 | 6 | -7
21 | Cc1ccc(S(=O)(=O)/N=C(\N)Nc2nc(C)c3cc(C)ccc3n2)cc1 | . | -0.3 | 58* | 0 | -0.4 | 7 | . | 27 | -8 | -7
22 | CCOc1cc(/C=C2/N=C(c3ccc(C(C)(C)C)cc3)OC2=O)cc(Cl)c1OS(C)(=O)=O | . | 0.4 | 6 | 7 | -0.5 | 4 | 62* | 25 | 11 | -8
23 | O=C(O)c1ccc2c(c1)C(=O)N(NC(=O)c1ccccc1)C2=O | . | -0.1 | -13 | 0 | i | -2 | -7 | 30 | -16 | -3
24 | CC1=C(C(=O)Nc2ccccc2C(F)(F)F)C(c2ccc(C)s2)NC(=S)N1 (stereo not drawn) | 1.4 | -0.8 | 1 | 10 | -1.8 | 0 | 9 | -6 | 12 | -6

In the list so far, these have an NH in an aromatic ring:
cpd | canonical_smiles | TcdB inh | PfHsp40 rescue | Yp Topo-I inh | Anthrax LF inh2 | Vc quorum ag | 3CLpro inhibitor | SSB-PriA inh | DUSP3 inh | MazF activator | Rv3671c inh
10 | O=C(Cc1c[nH]c2ccccc12)N1CCN(S(=O)(=O)c2cccc(Cl)c2Cl)CC1 | 0.4 | 1.0 | 19 | 0 | -0.2 | . | 2 | . | -5 | 3
16 | CCN(CC)C(=O)c1sc2nc(-c3ccncc3)[nH]c(=O)c2c1C | . | 0.4 | 3 | -5 | 0.4 | -1 | -9 | 13 | 5 | 0

Following part
cpd | canonical_smiles | TcdB inh | PfHsp40 rescue | Yp Topo-I inh | Anthrax LF inh2 | Vc quorum ag | 3CLpro inhibitor | SSB-PriA inh | DUSP3 inh | MazF activator | Rv3671c inh
25 | Cc1cc(N2CCCCC2)nc2ccc(NC(=O)CCC(=O)NCCC(C)C)cc12 | . | -0.5 | 4 | -10 | . | 1 | -8 | 16 | 0 | -1
26 | COc1ccc(C(=O)CSc2nc(C)cc(C)n2)cc1[N+](=O)[O-] | 1.2 | 0.2 | 2 | 2 | -0.6 | -2 | -14 | 4 | -4 | 5
27 | C[C@@H]1O[C@@H](O[C@H]2C[C@@H](O)[C@]3(CO)[C@H]4[C@H](O)C[C@]5(C)[C@@H](C6COC(=O)C6)CC[C@]5(O)[C@@H]4CC[C@]3(O)C2)[C@H](O)[C@H](O)[C@H]1O (stereo partly drawn) | 1.1 | 0.2 | 2 | -4 | 1.2 | -1 | -2 | 16 | -3 | 1
28 | Cc1cc(-c2nc3cc(F)ccc3s2)ccc1N | -0.1 | -0.7 | -13 | -7 | 0.8 | . | -15 | . | 3 | .
29 | O=C(Nc1ccc(S(=O)(=O)Nc2ncccn2)cc1)c1cncc(Br)c1 | . | -0.7 | 2 | -2 | -0.1 | 2 | -4 | 17 | -4 | 18
30 | COc1ccc2oc(=O)c(-c3cn4ccc(C)cc4n3)cc2c1 | -4.5 | -0.2 | 2 | 2 | -1.4 | 0 | -8 | -5 | -4 | 3
31 | Cc1ccc2nc(SCC(=O)Nc3c(C)n(C)n(-c4ccccc4)c3=O)[nH]c2c1 | . | -1.0 | 3 | 4 | . | 7 | -3 | 18 | 5 | 4
32 | Cc1ccc(NC(=O)CSc2nc3sc(C)cc3c(=O)n2C)cc1 | -0.8 | -0.8 | 0 | -5 | i | -4 | -5 | 20 | 20 | 4
33 | CCN(CC)CCSc1nc(O)c(-c2ccccc2)c(=O)[nH]1 | . | -1.1 | 4 | -2 | -5.6 | -6 | -7 | 7 | 4 | -2
34 | COc1ccccc1C(CC(=O)O)c1ccc2c(c1)OCO2 (stereo not drawn) | -0.4 | 0.0 | 0 | 8 | -0.2 | 1 | 1 | 39 | -2 | 1
35 | O=C(/C=C/Nc1ccccc1Oc1ccccc1)c1ccco1 | -0.3 | -0.2 | 23 | 2 | 0.1 | -1 | -14 | 11 | -2 | -5
36 | Cc1cc(C(=O)NCc2ccco2)cs1 | 0.4 | 0.2 | 5 | -1 | -5.6 | 2 | -13 | -13 | -7 | 6
37 | CC1=NN(c2cccc(F)c2)C(=O)/C1=C/c1ccc(N(C)C)cc1 | 0.9 | -0.9 | 4 | . | 0.4 | -1 | 6 | -10 | 16 | -2
38 | Cc1ccc(S(=O)(=O)NCc2ccccc2)cc1C(=O)NCC1CCCO1 (stereo not drawn) | 0.6 | 0.0 | 9 | . | -0.1 | . | -8 | . | -1 | -6
39 | Cc1ccc(Nc2nnc(SC(C)C(=O)NCC3CCCO3)s2)cc1 (stereo not drawn) | 2.7 | 1.0 | 0 | -4 | i | . | -2 | . | 1 | -3
40 | CCOC(=O)C1CCN(C(=O)CCc2ccc(S(=O)(=O)NC(C)C)cc2)CC1 | 3.4 | 0.7 | -3 | -10 | i | 1 | -3 | -2 | 4 | 6
41 | COCCCn1cnc2c(c1=O)c1nc3ccccc3nc1n2-c1ccc(C)cc1 | . | -0.9 | 1 | 6 | i | 1 | -14 | -12 | -2 | -7
42 | COc1cc2c(cc1OC)C(COc1ccccc1OC)N(C(=O)c1ccco1)CC2 (stereo not drawn) | 2.0 | 0.9 | 4 | -4 | -0.5 | -3 | 16 | 1 | -1 | 4
43 | O=C(CCCn1c(=O)oc2ccccc21)NNC(=O)COc1ccc(F)cc1 | 1.9 | -0.2 | 2 | -4 | 2.0 | . | 0 | . | -7 | 9
44 | CSCC[C@H](NC(=O)OC(C)(C)C)C(=O)NCC1CCC(C(=O)O)CC1 (stereo partly drawn) | 0.1 | -0.1 | 4 | -9 | -0.3 | 4 | -28 | 2 | -1 | -5
45 | COc1ccc(CCC(=O)NNC(=S)Nc2cccc(C(C)=O)c2)cc1 | -0.9 | -1.0 | 9 | -1 | -0.6 | 0 | 2 | 24 | 4 | 7
46 | Cc1cc(C)cc(OCC(=O)OCCN2C(=O)c3ccccc3C2=O)c1 | . | 0.3 | -2 | 2 | i | 4 | -9 | 0 | 6 | 1
47 | COc1ccc(C(=O)Nc2ccnc(-c3cccnc3)n2)cc1 | 2.1 | -1.5 | 4 | -7 | -0.5 | -3 | -1 | 6 | 1 | 0
48 | COC(=O)CSc1nc(N)c(C#N)c(-c2ccc(O)cc2)c1C#N | 0.8 | -1.0 | -6 | -1 | -4.2 | -1 | 6 | 20 | 7 | -1
49 | Cc1c(C(=O)NCc2ccccc2CN2CCCC2)oc2c(F)cccc12 | 1.7 | 0.5 | 10 | -2 | -0.7 | . | -6 | . | -6 | 5
50 | CCN(CC)CCn1c2ccccc2c2cnc(N)c(C#N)c21 | . | -1.1 | -14 | 0 | -2.8 | -2 | -3 | 14 | 6 | -5
51 | Cc1ccc(S(=O)(=O)N2CCOCC2)cc1NC(=O)COC(=O)c1cccnc1Cl | 1.7 | -0.2 | -1 | -4 | -0.8 | 4 | -4 | -14 | 5 | 8
52 | COc1ccc(N2CCN(S(=O)(=O)CCNC(=O)C3CC3)CC2)cc1 | -0.4 | -0.2 | -3 | 4 | -1.4 | . | 1 | . | -4 | -2
53 | Cc1cccc(C)c1NC1=NC2(CCCCC2)N=C(N)N1 | . | -1.3 | 3 | 3 | i | 1 | 4 | 26 | 9 | -6
54 | CCOC(=O)c1[nH]cnc1C(=O)Nc1cccc(Cl)c1 | 1.2 | -0.6 | -12 | -8 | 0.0 | 2 | -13 | -8 | -1 | 4
55 | CCCN(CCC)S(=O)(=O)c1ccc(C(=O)N2CCN(C)CC2)cc1 | -0.2 | -1.1 | -1 | . | i | -2 | -2 | 30 | 7 | .
56 | COc1ccc(C(=O)NCC(=O)OCC(=O)c2ccc3c(c2)NC(=O)CO3)cc1 | 3.8 | 1.6 | 4 | 0 | -0.2 | 1 | -10 | -33 | 6 | 6
57 | CC1(C(=O)NS(=O)(=O)C2CC2)CCN(C(=O)CSc2ccccc2)C1 (stereo not drawn) | 0.6 | . | -6 | -6 | -0.3 | . | . | . | . | .
58 | C/C(=N\OCC(=O)N/N=C/c1ccccc1)c1cccs1 | . | -0.6 | 9 | -3 | -10 | -3 | . | 30 | 3 | 4
59 | COC(=O)Cc1cc(=O)n(-c2ccccc2)[nH]1 | -1.9 | 51* | 4 | -1 | i | -2 | -11 | 0 | 2 | -32
